MKP-3 inhibition: MKP-3 phosphatase inhibitors, primary screen, biochemical, rat enzyme, in vitro (AID 425) | recombinant MKP-3 phosphatase activity, fluorescence; higher % means a stronger effect | inhibition, % at 20 µM, or IC50 in µM where a hit was titrated | 110,000 compounds, 0.17% hits; in the data active = inhibition above about 50%;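 also: plate controls were vehicle for no effect and reference inhibitor for full effect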
Hsp70 displacement: Hsp70 inhibitors, probe displacement, primary screen, biochemical, fluorescence polarization (AID 583); 140,000 compounds, 0.06% hits; displacement, % at 20 µM; hits with a dose series show IC50 in µM; Heat shock 70 kDa protein 1A (Homo sapiens); Hsp70 fluorescence polarization probe displacement, mP; higher % means a stronger effect; in the data active = displacement above about 50%;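 also: plate controls were vehicle for no effect and reference ligand for full effect; a part of the inactive calls stands beside numbers as strong as those of hits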
Numbers without * were called inactive; . = not tested or not shown; & = joins results of further samples.

entry	MKP-3 inhibition	Hsp70 displacement	SMILES
1	-7%	-0.3%	Cc1ccc(N2CCN(S(=O)(=O)c3ccc(F)c(C)c3)CC2)c(C)c1
2	1%	-0.2%	CC(=O)NC12CC3(C)CC(C)(CC(O)(C3)C1)C2
3	0%	9.2%	CC1(C)Cc2nc(NCCCO)c(C#N)cc2CO1
4	-6%	4.7%	CSc1snc(SCC(N)=O)c1C#N
5	3%	.	COc1cc(OC)cc(C(=O)Nc2ccc(OC)c3ccccc23)c1
6	2%	5.4%	O=C(O)CCc1ccc(-c2cccs2)n1CC1CCCO1 (stereo not given)
7	0%	3.4%	Cc1cc(C(C)(C)C)cc(C(C)(C)C)c1NC(=O)Cc1ccccc1
8	.	0.2%	C/C(Cl)=C/CSc1nnc2n(N)c(=O)c3ccccc3n12
9	-13%	-9.3%	Cc1ccccc1NC(=O)c1nc[nH]c1C(=O)NCc1ccccc1
10	1%	-0.4%	Cc1cc(C)cc(OCC(=O)NNC(=O)CN2C(=O)c3ccccc3C2=O)c1
11	-4%	3.8%	O=C(CSc1ccc2ccccc2n1)N/N=C/c1ccc(Br)cc1
12	-3%	-2.4%	Cc1ccc(C(=O)Nc2ncc3c(n2)CC(c2ccco2)CC3=O)cc1 (stereo not given)
13	3%	-0.9%	O=C(/C=C/Nc1ccccc1C(F)(F)F)c1ccc(Br)cc1
14	-3%	-6.9%	N#CC1CC(c2ccccc2)=NN1c1ccccc1 (stereo not given)
15	4%	-3.2%	CC(C)Oc1ccc(Cc2n[nH]c(=S)n2-c2ccccc2)cc1
16	-2%	-5.6%	Cc1cc(Nc2ccccc2F)n2ncnc2n1
17	.	4.7%	O=C(Nc1ccc(Cl)cc1-c1nc2ccccc2s1)c1ccco1
18	.	0.6%	Cc1c(OCC(F)(F)F)ccnc1CSc1nc2ccccc2[nH]1
19	-3%	-1.2%	COc1ccccc1N(CC(=O)Nc1ccccc1C(=O)NC(C)C)S(C)(=O)=O
20	.	-2.6%	COc1ccc(-c2oc(/N=C/N3CCCC3)c(C#N)c2-c2ccc(OC)cc2)cc1
21	-13%	2.1%	N#Cc1cc2c(=O)n3ccccc3nc2n(CCCn2ccnc2)c1=N
22	-2%	2.7%	COc1ccc(NC(=O)c2ccco2)cc1NC(=O)c1cccnc1
23	-2%	-0.6%	O=C1C2CCC(C(O)C2)N1Cc1ccccc1 (stereo not given)
24	4%	-0.4%	Cc1ccccc1N/C=C/C(=O)c1ccc(Cl)cc1

In another format: 5 of the compounds above.
Fields – MKP-3 inhibition | Hsp70 displacement
18. Cc1c(OCC(F)(F)F)ccnc1CSc1nc2ccccc2[nH]1
    . | 0.6%
19. COc1ccccc1N(CC(=O)Nc1ccccc1C(=O)NC(C)C)S(C)(=O)=O
    -3% | -1.2%
20. COc1ccc(-c2oc(/N=C/N3CCCC3)c(C#N)c2-c2ccc(OC)cc2)cc1
    . | -2.6%
21. N#Cc1cc2c(=O)n3ccccc3nc2n(CCCn2ccnc2)c1=N
    -13% | 2.1%
22. COc1ccc(NC(=O)c2ccco2)cc1NC(=O)c1cccnc1
    -2% | 2.7%

Later entries.
entry	MKP-3 inhibition	Hsp70 displacement	SMILES
25	5%	1.1%	COc1ccc2oc(=O)c(-c3ccc([N+](=O)[O-])cc3)cc2c1
26	.	7.6%	O=C(Nc1ccccc1)c1ccc(N2CCN(c3ccccn3)CC2)c(S(=O)(=O)N2CCOCC2)c1
27	3%	1.5%	COc1ccc(Nc2cc(C(=O)NCCCN3CCN(C)CC3)c3ccccc3n2)cc1OC
28	2%	25%	O=C(NN1C(=O)/C(=C/c2ccc(O)c(O)c2)SC1=S)c1ccccc1Br
29	3%	4.8%&-0.7%	CN(C)CCCOC(=O)c1ccccc1
30	-1%	-1.5%	CS(=O)(=O)N(CC(=O)N1CCOCC1)c1cc(Cl)cc(Cl)c1
31	.	0.7%	CCOC(=O)C1=C(Cc2ccc(C)cc2)C(=O)c2ccccc2C1=O
32	.	-1.1%	O=C(c1ccccc1)N1CCN(C(=O)c2ccccc2)CC1
33	4%	-3.3%	CCCC(=O)NCCc1nc2ccccc2n1CCC
34	1%	7.0%	S=c1nc(C2CC2)[nH]c2ccccc12
35	2%	-3.6%	Cc1ccccc1C(=O)Nc1sc2c(c1C(=O)N1CCN(C)CC1)CCCC2
36	2%	-6.7%	Cc1ccc(N2CC(C(=O)Nc3cccc(C)n3)CC2=O)cc1 (stereo not given)
37	-1%	-1.0%	CC(=O)Nc1ccc(NC(=O)c2cc3cc([N+](=O)[O-])ccc3oc2=O)cc1
38	-2%	-2.2%	Cc1c(C(=O)OC(C)CCN(C)C)oc2ccccc12 (stereo not given)
39	4%	-2.8%	Cc1c(Cl)c(C(F)(F)F)nn1CC(=O)N1CCSCC1
40	3%	2.8%	CCSC1(CCC(=O)OC)C(C)=C(C)C(=O)N1Cc1ccccc1 (stereo not given)
41	5%	-3.4%	Cc1nc2ccccc2c(=O)n1N1C(=O)CCCC1=O
42	-4%	3.3%	COc1ccc2[nH]c(=O)c(CN(C(=O)COc3ccccc3)C(C)C)cc2c1
43	-2%	0.3%	CCCC(=O)Nc1ccccc1N1CCN(C(=O)c2ccccc2)CC1
44	.	4.4%	CCCCNC(=O)CCc1nc2cccnc2n1Cc1ccc(OC)cc1
45	0%	-2.8%	N#C/C(=C\c1ccccc1[N+](=O)[O-])C(N)=O
46	2%	-0.3%	Cc1nc(NCC2CCCO2)c2nnn(Cc3ccccc3)c2n1 (stereo not given)
47	-5%	-1.3%	CN(C(=O)c1ccccn1)c1nnc(-c2ccncc2)s1
48	3%	1.6%	COc1ccccc1OCC(=O)Nc1nc(-c2cccs2)c(NC(=O)c2ccccc2)s1
49	-2%	3.6%	C(#Cc1ccccc1)CN1CCN(c2ccccn2)CC1
50	1%	7.1%	Cc1ccc(/C=C/C(=O)Nc2ccc3c(c2)OCO3)cc1
51	2%	1.3%	COc1ccc(Br)cc1C(=O)Nc1ccc(Cc2ccncc2)cc1
52	0%	6.4%	CC(=O)Nc1ccc(NS(=O)(=O)c2cccc3c2C(=O)c2ccccc2C3=O)cc1
53	-6%	-4.5%	CCOC(=O)N1CCN(C(=O)CSc2cc(C)nc3c(-c4ccccc4OC)c(C)nn23)CC1
54	-2%	-1.6%	COc1cc(/C=N/N2CCN(c3ccccc3)CC2)cc(OC)c1O
55	-8%	8.4%	Cn1c(N2CCCCC2)nc2c1c(=O)n(Cc1cccc(Br)c1)c(=O)n2C
56	3%	2.1%	O=C(c1ccccc1Cl)N1CCN(c2ccc(Cl)cc2[N+](=O)[O-])CC1
57	.	0.9%	COc1ccc(S(=O)(=O)Nc2nc3n(n2)C(c2ccc(Cl)cc2)CC(=O)N3)cc1 (stereo not given)
58	2%	-0.2%	COc1cc(C(=O)Nc2ccc3oc(-c4cccnc4)nc3c2)cc(OC)c1OC
59	-1%	-4.7%	CCOC(=O)c1cccc(N2C(=O)C3C4C=CC(C4=C(C)C)C3C2=O)c1 (stereo not given)
60	5%	5.5%	O=C(/C=C/c1ccccc1)CC(=O)C(F)(F)F
61	.	-3.5%	Cc1cc(NC(=O)CCC(=O)N(CC(=O)NC2CCCC2)c2cccc(C)c2C)no1
62	-6%	0.7%	O=C(Nc1ccc(F)cc1)c1cccc2c1C(=O)N(Cc1ccccn1)C2
63	.	-2.1%	CC(=O)Nc1ccc(NS(C)(=O)=O)cc1
64	2%	-0.8%	CCN(C(=O)c1c(-c2ccccc2)noc1C)c1ccccc1
65	.	0.4%	CC1=NN(/C(=N\c2nnc(C)s2)Nc2ccccc2)[C@H](c2ccc(C)cc2)S1
66	-4%	5.8%	CN=CC1=C(O)C(C(=O)OC)C(C)(C)CC1=O (stereo not given)
67	0%	-1.1%	CC1=C(C(=O)Nc2ccc(C)cc2)C(c2ccc(Br)cc2)NC(=S)N1 (stereo not given)
68	3%	1.4%	COc1ccc(-c2nc3ccccc3c(C(=O)N3CCOCC3)c2C)cc1
69	.	7.3%	COc1ccc(S(=O)(=O)N(CCCN2CCOCC2)Cc2cccc3ccccc23)cc1
70	1%	-0.4%	COc1ccc2c(c1)CC/C(=C\c1ccc(Br)cc1)C2=O
71	-5%&-1%	1.0%&-3.2%	C=CCSC1=C(C#N)C2(CCCCC2)C(C#N)C(=O)N1 (stereo not given)
72	-5%	1.6%	CC(=O)c1cc(F)c(N2CCCC2)cc1C
73	-4%	-2.9%	O=C(CSCc1cccc(Br)c1)NCc1ccccc1
74	-3%	6.1%	CC1(C(=O)NNC(=O)c2ccccc2)CC2C=CC1C2 (stereo not given)
75	17%	-6.1%	COc1ccc(-c2cn3ccsc3n2)cc1
76	1%	-1.5%	Cc1onc(-c2c(Cl)cccc2Cl)c1C(=O)N1CCCC1
77	2%	1.8%	CN1C(=O)/C(=C2\SC(=O)NC2=O)c2cc(Br)ccc21
78	-5%	-2.7%	COCCn1c(=O)[nH]c2cc(C(=O)NCCCN3CCN(c4ccc(F)cc4)CC3)ccc2c1=O
79	.	13%	Cc1cc(SCC(=O)Nc2c(C)n(C)n(-c3ccccc3)c2=O)n2c(nc3ccccc32)c1C#N
80	3%	4.0%	Cc1cc(Cl)ccc1OCC(=O)OC(C)C(=O)NC(N)=O (stereo not given)
81	4%	-2.9%	COc1ccc(OC)c(C2/C(=C(\O)c3ccc(Cl)cc3)C(=O)C(=O)N2c2cc(C(C)(C)C)on2)c1 (stereo not given)
82	1%	-2.2%&-0.8%	CCOC(=O)CSc1nsc(SCC(=O)OCC)c1C#N
83	.	-2.1%	CC1CCN(CCCNC(=O)CCCNC(=O)Cn2cnc3sc4c(c3c2=O)CCCC4)CC1
84	-11%	-4.2%	COc1ccc(-n2c(C)cc(C(=O)Cn3c(NCCO)nc4ccccc43)c2C)cc1

Next records:
entry	MKP-3 inhibition	Hsp70 displacement	SMILES
85	.	4.3%	COc1ccc(/C(C)=C(\C#N)C(=O)OC(C)C)cc1OC
86	-9%	-0.9%	CS(=O)(=O)Nc1nnc(Cc2ccccc2)s1
87	5%	-1.0%	Cc1cc2nc(-c3cc(NC(=O)c4cccc([N+](=O)[O-])c4)ccc3Cl)oc2cc1C
88	.	3.7%	O=C1OCC(CO)(CO)N=C1NNc1cc(Cl)ccc1Cl
89	1%	-0.2%	Cc1cccc(Nc2nc(NC(C)C)nc(Oc3ccc(=O)n(C)n3)n2)c1
90	6%	-0.1%	COc1ccc(/C=C2\C=C(c3ccc(Br)cc3)OC2=O)cc1[N+](=O)[O-]
91	0%	-0.4%	COc1ccc(NCC(O)Cn2c3ccc(Br)cc3c3cc(Br)ccc32)c(OC)c1 (stereo not given)
92	-3%	2.9%	COc1ccc(N2C(=O)/C(=C\c3ccccc3C)SC2=S)cc1
93	-6%	5.9%	CCc1nnc(NC(=O)CSc2nnc(Cc3ccccc3)o2)s1
94	-15%	-0.2%	Cc1ccc(OC(C)c2nnc(N)s2)cc1Cl (stereo not given)
95	-2%	1.2%	Cc1ccc(C(C)n2cc(C(=O)NCc3cccnc3)nn2)cc1 (stereo not given)
96	2%	-1.9%	O=c1oc2c3c(ccc2c2c1CCC2)OCN(c1ccc(Cl)cc1)C3

Molecules listed so far that have a thiophene ring, fused or not:
entry	MKP-3 inhibition	Hsp70 displacement	SMILES
6	2%	5.4%	O=C(O)CCc1ccc(-c2cccs2)n1CC1CCCO1 (stereo not given)
35	2%	-3.6%	Cc1ccccc1C(=O)Nc1sc2c(c1C(=O)N1CCN(C)CC1)CCCC2
48	3%	1.6%	COc1ccccc1OCC(=O)Nc1nc(-c2cccs2)c(NC(=O)c2ccccc2)s1
83	.	-2.1%	CC1CCN(CCCNC(=O)CCCNC(=O)Cn2cnc3sc4c(c3c2=O)CCCC4)CC1

(continued)
entry	MKP-3 inhibition	Hsp70 displacement	SMILES
97	0%	.	CCC(=O)N1CCc2cc(S(=O)(=O)Nc3ccc4c(c3)OCCO4)ccc21
98	0%	-6.0%	CCOC(=O)CC(=O)c1[nH]c(C)c(C(=O)OCC)c1C
99	-4%	0.4%&4.9%	c1ccc2cc3[nH]c(CN4CCOCC4)nc3cc2c1
100	3%	-3.2%	C#CCOc1cc(Br)c(/C=C2\C(=O)NC(=O)N(c3ccc(C)cc3)C2=O)cc1OC
101	.	1.8%	COc1ccc2nc(SCC(=O)NN)cc(C)c2c1
102	.	3.8%	CCOCCCNC(=O)C1CCN(S(=O)(=O)c2ccc(C)cc2)CC1
103	-2%	-0.8%	O=C(Cn1ncc2c(=O)oc3ccccc3c21)N1CCN(c2ccccn2)CC1
104	-13%	2.1%	N#Cc1cnn(Cc2ccccc2)c1N
105	-10%	-4.9%	NCCCSC1=NCCCN1
106	-2%	-1.3%	O=C(Cc1nnn(-c2ccccc2)n1)c1cccc([N+](=O)[O-])c1
107	0%	2.9%	Cc1nnc(C)n1/N=C/c1ccc(Cl)cc1
108	4%	1.8%	Cc1ccccc1C(=O)NNC(=S)Nc1ccccc1
109	6%	-4.3%	O=C(NNC(=O)c1ccco1)c1cccc(I)c1
110	7%&2%	2.7%&-0.1%	CN1CCN(C(=O)c2ccccc2NC(=O)Cc2ccccc2)CC1
111	.	-3.7%	COc1ccc(-c2cc(-c3ccccc3)c(C#N)c(S(C)=O)n2)cc1 (stereo not given)
112	-15%	4.4%	CCc1cc2c(NCCC(=O)O)nc(C)nc2s1
113	-8%	.	C=CCn1c(SCC(=O)N2CCN(c3ccc(F)cc3)CC2)nnc1-c1ccco1
114	4%	-0.7%	COc1cc(/C=C2\C(=O)NC(=O)N(C)C2=O)ccc1OCc1ccc(C(=O)O)cc1
115	.	1.0%	c1cnc2ccc(C(c3nnnn3C3CCCC3)N3CCSCC3)cc2c1 (stereo not given)
116	3%	4.6%	Cc1ccc([N+](=O)[O-])cc1/C=N/NC(=O)CSCC(=O)Nc1ccccc1
117	-7%	2.6%	CC(=O)C1=C(O)C(=O)N(CCc2c[nH]c3ccccc23)C1c1ccco1 (stereo not given)

Record cards, from the list above. Order of values: MKP-3 inhibition | Hsp70 displacement
COc1ccc(S(=O)(=O)N(CCCN2CCOCC2)Cc2cccc3ccccc23)cc1 is listed as . | 7.3%
CS(=O)(=O)N(CC(=O)N1CCOCC1)c1cc(Cl)cc(Cl)c1 is listed as -1% | -1.5%

Screens from PubChem.

A portion of the library (hit frequency here may not be typical).
